M. tuberculosis GlmU: inhibition of mycobacterial GlmU enzyme – biochemical, glucosamine-1-phosphate acetyltransferase (AID 1376). M. tuberculosis GlmU acetyltransferase enzyme assay; higher % means a stronger effect. inhibition, %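 (tested at 30 µM in the primary screen)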; hits with a dose series show IC50 in µM. 0.25% of 220,000 active; in the data active means inhibition above about 13%;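 further: 0% = complete reaction with vehicle and 100% = reaction without substrate; strong numbers were not always called active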
Mtb RmlCD inh: blocks M. tuberculosis RmlC and RmlD coupled enzymes; RmlC+RmlD coupled enzyme assay, percent inhibition; primary screen in compound mixtures; inhibition, % at 3.6 µM; 0.03% of 160,000 active; AID 1533; in the data active means inhibition mostly above about 34%, no sharp cut-off; further: some results filed as inactive read as strong as hits
Target sequence (P9WH09 whole entry, looked up): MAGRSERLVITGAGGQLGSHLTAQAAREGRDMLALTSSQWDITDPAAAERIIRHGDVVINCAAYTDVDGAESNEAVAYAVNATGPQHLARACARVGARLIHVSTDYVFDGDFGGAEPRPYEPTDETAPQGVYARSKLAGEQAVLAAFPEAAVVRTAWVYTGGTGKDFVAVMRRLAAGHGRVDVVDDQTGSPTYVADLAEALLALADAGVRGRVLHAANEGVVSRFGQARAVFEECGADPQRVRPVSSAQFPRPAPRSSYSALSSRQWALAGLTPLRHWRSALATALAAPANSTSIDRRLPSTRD
Target sequence (P9WH11 whole entry, looked up): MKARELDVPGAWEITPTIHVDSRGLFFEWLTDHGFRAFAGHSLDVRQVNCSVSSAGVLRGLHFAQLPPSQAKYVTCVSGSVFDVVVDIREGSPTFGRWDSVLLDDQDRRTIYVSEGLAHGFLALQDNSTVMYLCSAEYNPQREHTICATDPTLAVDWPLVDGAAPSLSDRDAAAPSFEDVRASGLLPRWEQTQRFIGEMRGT
* = called active by the depositor; . = not tested or not shown. Some of the compounds tested (hit frequency here may not be typical).

Compound	M. tuberculosis GlmU	Mtb RmlCD inh
CCN(CC)CCNC(=O)c1[nH]c2ccc(OCc3ccccc3)cc2c1C	-7.7%	.
O/C(=C\c1nc2ccccc2nc1/C=C(\O)c1ccccc1)c1ccccc1	-2.1%	4.2
Cc1cc(C)n2nc(C(=O)Nc3ccccc3N3CCOCC3)nc2n1	3.6%	.
CN(Cc1ccccc1)S(=O)(=O)c1ccc(OCC(=O)N2CCC(C(N)=O)CC2)cc1	-0.1%	-8.4
O=C(O)COc1ccc(-c2nccc(-c3ccccn3)n2)cc1	0.5%	.
COc1cc(C(=O)OC(C)CN2CCCC2)cc(OC)c1OC (stereo not drawn)	2.0%	.
O=[N+]([O-])c1ccc2c(OCc3nnc(-c4ccccc4Br)o3)ncnc2c1	.	4.3
O=C(C1CCCO1)N1CCN(C(=S)Nc2ccccc2C(F)(F)F)CC1 (stereo not drawn)	-3.5%	23.1
O=C(c1ccc(Cn2c(=S)[nH]c3cc4c(cc3c2=O)OCO4)cc1)N1CCN(c2ncccn2)CC1	8.4%	-3.9
CC(NS(=O)(=O)c1ccc(OCC(=O)N2CCOCC2)cc1)c1ccccc1 (stereo not drawn)	4.9%	-2.7
Cc1ccc2ccccc2c1Cn1c(-n2ccnc2)nc2c1c(=O)n(C)c(=O)n2C	-2.5%	.
COC(=O)c1ccc(CSc2nc3ccc(Cl)cc3[nH]2)o1	5.7%	.
N#CCC(=O)N/N=C/c1ccc(Sc2nc3ccccc3s2)o1	1.8%	-7.2
O=C(CN(Cc1ccco1)S(=O)(=O)c1ccccc1)N/N=C/c1ccccc1C(=O)O	-7.0%	0.7
O=P1(Oc2ccccc2)C[C@@H](O)[C@@H](O)[C@H](COCc2ccccc2)O1 (stereo partly drawn)	4.9%	1.2
O=C(CC1Sc2ccccc2NC1=O)Nc1cccnc1 (stereo not drawn)	-7.2%	6.2
CCOC(=O)CSc1nc2c(c(=O)[nH]c(=O)n2C)n1CCCc1ccccc1	-1.3%	-0.4
CCOC(=O)C1=C(C)OC(N)=C(C#N)C12C(=O)N(C)c1ccccc12 (stereo not drawn)	-3.4%	7.8
CCCc1cc(NCCCCO)n2c(nc3ccccc32)c1C#N	3.5%	5.1
COc1cccc(C(c2sc3nc(C)nn3c2O)N2CCN(C(=O)c3ccco3)CC2)c1 (stereo not drawn)	-3.3%	.
CCOc1ccc2c(c1)OC(c1ccc(C)cc1)(C(F)(F)F)NC2=O (stereo not drawn)	-2.6%	4.1
CCOC(=O)COc1c(OC)cc(Cl)cc1C1NC(=O)NC(C)=C1C(C)=O (stereo not drawn)	1.6%	7.2
CC(/C=N/NC(=O)c1sc(N)nc1C)=C\c1ccccc1	-4.4%	-10.1
O=C(OCn1nnc2ccccc2c1=O)c1ccc(S(=O)(=O)N2CCOCC2)cc1	1.0%	15.7
CCC(c1nnnn1CCC(C)C)N1CCC(C(N)=O)CC1 (stereo not drawn)	2.9%	.
COc1ccc(-c2cc3ccccc3oc2=O)cc1NC(=O)c1ccc([N+](=O)[O-])o1	17.6%	7.4
O=C1COCCOCCOCC(=O)NCCN1	-4.1%	4.7
COc1ccc(-c2nn(-c3ccccc3F)cc2CNCCn2nc(C)cc2C)cc1	5.7%	-5.6
Cc1cc(NC(=O)CCC(=O)N(c2cccnc2)C(C(=O)NC2CCCC2)c2ccccc2F)no1 (stereo not drawn)	-3.4%	1.7
O=C(OCC(=O)N1CCN(C(=O)c2ccco2)CC1)c1ccccc1OCc1ccccc1	0.9%	1.5
O=C(Nc1ccncc1)C1CCCN(S(=O)(=O)c2cccc3cccnc23)C1 (stereo not drawn)	-3.6%	-5.4
O=C(N/N=C/c1c[nH]c2ccccc12)c1ccc2c(c1)OCCO2	2.7%	-2.0
CN(NC(=O)Nc1ccc(Cl)cc1)c1c(Cl)c(Cl)nn1C	2.6%	-11.2
Cc1cc(C)c(C(N)=O)c(Cl)n1	-5.2%	-8.0
CCNC(=O)c1c(O)c2cccc3c2n(c1=O)CC3	-1.4%	4.4
Cc1cc(C)n(-c2cc(N3CCOCC3)nc(-c3ccccc3)n2)n1	4.3%	.
COc1ccccc1CNC(=O)c1ccc2nc3[nH]c4ccccc4c3nc2c1	1.1%	-7.4
COc1cccc(S(=O)(=O)Nc2ccc3sc(C)nc3c2)c1	-0.6%	-15.6
CC(/C=N\NC(=O)CN1CCN(S(=O)(=O)c2ccc(C)cc2)CC1)=C\c1ccccc1	4.8%	9.8
CCOC(=O)C(NC(=O)c1ccc(F)cc1)(Nc1sc2c(c1C(N)=O)CCC2)C(F)(F)F (stereo not drawn)	2.4%	-12.4
O=C1c2ccccc2C(=O)N1CC1=CCS(=O)(=O)C1	-2.7%	.
CCN(CC)CCCNC(=O)c1cc(-c2ccc(O)cc2)on1	-0.6%	-4.8
Cc1cccc(CN(C)C)c1OC(=O)N(C)C	.	5.0
CC(C)NC(=O)CCCc1ccccc1	-2.3%	4.9
CCCC(=O)n1nc(-c2cccnc2)nc1NCc1ccc(OC)cc1	8.3%	5.9
COc1ccc([N+](=O)[O-])cc1NC1C2CC3CC(C2)CC1C3 (stereo not drawn)	-2.0%	.
CC(C)(C)c1nc2ccccc2c2nnc(SCC(=O)NCc3ccco3)n12	-1.5%	11.5
COc1ccc(-c2[nH]nc(-c3ccccc3)c2-c2nc3ccccc3[nH]2)cc1	-6.6%	10.4
C=C1C(=O)O[C@@H]2C[C@@H](C)[C@@H]3C=CC(=O)[C@@]3(C)[C@@H](OC(C)=O)[C@H]12	1.8%	4.4
CC(=NCCN1CCCCC1)c1c(O)[nH]c(=O)[nH]c1=O	-3.0%	-3.3
CCOC(=O)C(NC(=O)c1cccc(Cl)c1)(Nc1sc2c(c1C(N)=O)CCC2)C(F)(F)F (stereo not drawn)	0.1%	4.3
Cc1ccc(C(=O)NCC(=O)NCC(=O)OCC(=O)c2ccc(F)cc2)cc1	0.3%	-4.2
COc1ccccc1NC(=O)Nc1ccc2c(c1)nc(C)n2C	-5.7%	-2.6
CCS(=O)(=O)c1c([N+](=O)[O-])ncn1C	5.3%	27.0
O=C(Cn1cncn1)NCc1ccc(Cl)cc1	1.9%	.
CCOC(=O)C(NC(=O)c1ccccc1Cl)(Nc1ccc(C)c(C)c1)C(F)(F)F (stereo not drawn)	0.1%	-8.0
COCCCNC(=O)c1cc2c(-c3ccc(Cl)cc3)nn(C)c2s1	2.8%	4.7
CCOC(=O)C1CCCN(Cc2cc(Br)c(OC)cc2OC)C1 (stereo not drawn)	-4.8%	10.1
Nc1[nH]n2c(=O)c3c(nc2c1N=Nc1ccc(Cl)cc1)CCCC3	4.3%	.
CC(=O)Nc1ccc(C(=O)/C=C/c2ccc[nH]2)cc1	5.1%	31.4

No new results follow: 2 of the compounds above.
Compound	M. tuberculosis GlmU	Mtb RmlCD inh
CCOC(=O)C(NC(=O)c1ccccc1Cl)(Nc1ccc(C)c(C)c1)C(F)(F)F (stereo not drawn)	0.1%	-8.0
COCCCNC(=O)c1cc2c(-c3ccc(Cl)cc3)nn(C)c2s1	2.8%	4.7

Continued:
Compound	M. tuberculosis GlmU	Mtb RmlCD inh
O=C(Nc1cccc(C(=O)O)c1)/C(=C\c1ccc2c(c1)OCO2)NC(=O)c1ccc(Br)o1	4.3%	5.5
CN(C)c1ccc(C(=O)OCC(=O)NCC2CCCO2)cc1 (stereo not drawn)	3.2%	-5.1
COc1ccc(C(CCN2CCCC(C)C2)c2c(OC)cc(OC)c3c(-c4ccccc4)cc(=O)oc23)cc1 (stereo not drawn)	-1.3%	-7.9
COC(=O)c1cn(NC(=O)c2cc([N+](=O)[O-])ccc2F)c(=O)c2ccccc12	5.3%	6.0
O=C(Nc1ccc2c(c1)OCO2)N1CCN(c2ncccn2)CC1	0.0%	11.3
O=C(NCc1ccco1)c1c(O)c2cccc3c2n(c1=O)CCC3	6.3%	25.9
CCCCc1cc(O)c(CCCC)c(O)c1	11.8%	-1.9
O=C(CSc1ccc(-c2cccnc2)nn1)N1CCCC1	1.9%	10.9
C/C(CC(=O)Nc1ccc(Cl)cc1)=N\NC(=O)C(=O)N1CCCCC1	5.5%	4.7
COc1ccccc1NC(=O)c1nnn(CC(=O)Nc2ccccc2)c1N	1.0%	.
CC(C)OC(=O)CCC(=O)Nc1nc2ccccc2s1	-0.8%	3.7
O=C(CSc1nnc(-c2ccc([N+](=O)[O-])cc2)o1)Nc1ccccn1	-6.2%	-16.0
CC(=O)Nc1cccc(C(=O)N2CCN(Cc3ccccc3)CC2)c1	-1.1%	.
NC(=O)COC(=O)CC1CC2CCC1C2 (stereo not drawn)	-3.8%	.
Cc1ccc(-c2nnc(-c3ccncc3)n2-c2ccc(C)cc2)cc1	5.3%	.
O=C(c1ccc2c(=O)n(CC3CCCO3)c(=S)[nH]c2c1)N1CCN(c2ccccc2)CC1 (stereo not drawn)	-0.8%	14.1
CCC(=O)Nc1nc(C)nc(C)c1C(C)=O	-1.4%	.
Cc1ccccc1C(=O)N/C(=C/c1ccc(-c2cccnc2Cl)o1)C(=O)NCCCN1CCN(C)CC1	-3.4%	31.7
COc1cc(OC)c(C(=O)Nc2ncn[nH]2)cc1OC	-3.0%	.
O=C(NCc1cccs1)c1cnc2sccn2c1=O	-3.7%	-6.2
CCOC(=O)CSc1nnc(-c2ccc(Cl)cc2Cl)o1	6.5%	5.5
CCNC(=S)/N=C(/Nc1ccccc1)Nc1nc(C)cc(C)n1	6.9%	-9.8
CCOP(=O)(OCC)C(NC(=O)Nc1ccccc1)c1ccccc1 (stereo not drawn)	2.5%	6.4
O=C(c1sc2ccccc2c1Cl)N1CCN(c2ccc(F)cc2)CC1	0.5%	-1.4
CCCc1nc2oc3ccccc3c(=O)c2c(=O)n1-c1ccccc1	3.4%	.
COc1cccc(C(=O)N2CCn3c2nc2ccccc23)c1	-1.2%	-12.0
CCCS(=O)(=O)N1CCN(Cc2ccc3c(c2)c2ccccc2n3CC)CC1	-1.6%	.
C=CCN1c2ccccc2[C@]23C[C@@H](C(=O)OC)N=C2NC(C(=O)OC)=C(C(=O)OC)[C@H]13	-2.1%	.
CC(C)OC(=O)c1cc(NC(=S)Nc2ccc([N+](=O)[O-])cc2)cc(C(=O)OC(C)C)c1	-2.9%	4.1
Cc1cccc(N(Cc2cc3ccccc3[nH]c2=O)C(=O)c2cccs2)c1	-6.5%	38.2

Sorted by number of heavy atoms (low to high): some entries from above
Compound	M. tuberculosis GlmU	Mtb RmlCD inh
CCC(=O)Nc1nc(C)nc(C)c1C(C)=O	-1.4%	.
COc1cc(OC)c(C(=O)Nc2ncn[nH]2)cc1OC	-3.0%	.
CCNC(=S)/N=C(/Nc1ccccc1)Nc1nc(C)cc(C)n1	6.9%	-9.8
O=C(CSc1nnc(-c2ccc([N+](=O)[O-])cc2)o1)Nc1ccccn1	-6.2%	-16.0
O=C(Nc1cccc(C(=O)O)c1)/C(=C\c1ccc2c(c1)OCO2)NC(=O)c1ccc(Br)o1	4.3%	5.5

Rewritten with two lines to a compound: part of the list above.
Each structure is followed by: M. tuberculosis GlmU | Mtb RmlCD inh
> O=C(Nc1cccc(C(=O)O)c1)/C(=C\c1ccc2c(c1)OCO2)NC(=O)c1ccc(Br)o1
  4.3% | 5.5
> CCCCc1cc(O)c(CCCC)c(O)c1
  11.8% | -1.9

Other results.
Compound	M. tuberculosis GlmU	Mtb RmlCD inh
CCCC(C)(C)NC(=O)CCCCC(=O)NC(C)(C)CCC	-2.7%	.
CCOc1ccccc1NC(=O)CCC(=O)Nc1ccccc1OCC	6.1%	-5.3
COC(=O)C1=C(C)n2cnnc2NC1c1ccc(Cl)cc1 (stereo not drawn)	-1.6%	-4.1
CCN(CC)S(=O)(=O)c1ccc(OC)c(NC(=S)Nc2cccc(C)c2C)c1	0.0%	-9.5
O=CN1CCC(=O)N(Cc2ccccc2)c2ccccc21	1.4%	4.5
CC(C)c1ccc(NC(=O)COc2nnc(-c3cccs3)c(-c3cccs3)n2)cc1	-0.6%	3.5
O=C1CC(c2ccco2)CC(O)=C1C=NCC1NCCc2ccccc21 (stereo not drawn)	-4.2%	4.8
Cc1c(C(=O)N2CCN(C)CC2)oc2c1C(=O)CC(C)(C)C2	1.7%	9.5
CN(C)c1nc(C#N)nc(N(C)C)n1	-2.2%	0.0
Cc1cc(C)c2oc(-c3ccc(C)c(NC(=S)NC(=O)/C=C/c4ccco4)c3)nc2c1	3.6%	11.2
Cn1cccc1/C=C1\SC(=S)N(NC(=O)c2ccc(F)cc2)C1=O	-5.6%	-7.6
O=C(Cn1nnc2ccccc2c1=O)Nc1ccc2c(c1)CCC2	5.2%	-2.2
CCN(CC)CC(=O)NC12CC3CC(CC(C3)C1)C2	-3.1%	-10.2
CN(c1cccc(NC(=O)CN(c2cccc(Cl)c2)S(=O)(=O)c2ccccc2)c1)S(C)(=O)=O	-5.7%	8.6
O=C1NC(Cc2ccccc2)C(=O)N1CC(=O)N1CCCc2ccccc21 (stereo not drawn)	3.5%	-12.3
CC(C)NC(=O)c1ccc(C2SCC(=O)N2Cc2ccccc2)cc1 (stereo not drawn)	0.3%	.
O=C1/C(=C\c2cccnc2)CCc2ccccc21	.	3.5
O=C(N/N=C\c1c(O)ccc2ccccc12)c1ccc(S(=O)(=O)N2CCCCC2)cc1	-0.5%	8.8
